From PubChem BioAssay
PolyA inh – yeast polyadenylation inhibition; S. cerevisiae SKY197-pL101 polyadenylation reporter, beta-gal luminescence; efflux-impaired pdr1/pdr3 knockout yeast; score 100 = 6 SD above DMSO; calls only at 12 µM; 300,000 tested, 0.02% active;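 active means lowest replicate activity score at least 50, where 100 means six control SD above control mean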;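 further: yeast exposed to compound for 9 h at 30 °C; higher score means more reporter readthrough which indicates perturbed polyadenylation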
KCNQ1 inh – blocks the human KCNQ1 potassium channel; 310,000 tested, 1.3% active; B-score at 10 µM; CHO-K1 KCNQ1, FluxOR thallium flux fluorescence; hits give high values;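 active means compounds whose thallium flux B-score, printed positive for inhibition, exceeds three library SD while starting fluorescence stays within three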;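 further: channel opened by potassium depolarization with thallium stimulus after 20 min compound exposure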
hERG protect – shields human hERG channel from block by proarrhythmic agents; Q12809; CHO-hERG, FluxOR thallium flux, dofetilide IC70 present; activation (rescue from dofetilide block), less the hit threshold, % at 10 µM; 310,000 tested, 0.51% active;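 active means activation above the mean of controls blocked by dofetilide plus 5 SD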;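 further: thallium influx through hERG after potassium depolarization seen as dye fluorescence rise; in these data hits start at about 4.7%; inactives centre near -7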
KCNK9 block – human KCNK9 channel inhibition; 310,000 tested, 1.2% active; B-score at 10 µM; HEK293 KCNK9, FluxOR thallium flux fluorescence; hits give low values; AID 488922; Q9NPC2;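 active means ratio B-score over 3 SD below the library mean, with starting fluorescence within 5 SD of its mean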;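 further: negative B-score means less thallium flux so channel inhibition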
RGS4 pot – potentiators or activators of RGS4; 310,000 tested, 0.92% active; HEK293 M3R/inducible RGS4, carbachol calcium flux Fluo4; hits give low values; B-score at 10 µM; AID 463111;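 active means B-score of the integrated calcium signal more than 4 SD below the library mean, with starting fluorescence not abnormally high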;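 further: negative B-score means reduced calcium response which marks RGS4 activation or potentiation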
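Test system: HEK293 cells with stable M3R and inducible RGS4; also added: carbachol at ECmax as muscarinic agonist stimulus; schedule: dye loading 30 min 37 °C, buffer rest 30 min RT; technique: kinetic calcium fluorescence imaging with Fluo4-AM dye, 2 µM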
GSK3beta inhib – inhibitors of human GSK3beta kinase. 300,000 tested, 0.038% active. GST-GSK3beta kinase, ADP-Glo luminescence, 60 min; hits give low values. AID 2097. activity score (negative = inhibition), % at 10 µM. P49841;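 active means more than half of replicate wells score below -50%, meaning over 50% inhibition versus plate controls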;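 further: 0% = median DMSO wells and -100% = median GW8510 positive control wells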
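Test system: GST-fused GSK3beta enzyme, cell-free | Quantity: 1.6 ng GST-GSK3beta enzyme per well | Reagent: 25 µM ATP with peptide substrate | Schedule: 60 min enzyme reaction, room temperature | Signal: Luminescent ADP-Glo measurement of ADP formed | Read-out basis: Score relative to plate controls | Control set: DMSO and 20 µM GW8510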
KCNQ1 act – human KCNQ1 channel potentiation or activation. P51787. 310,000 tested, 0.35% active. B-score at 10 µM. CHO-K1 KCNQ1, thallium flux FluxOR fluorescence; hits give high values. AID 2648;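 active means fluorescence ratio B-score, a plate-corrected score, at least three library SD, with initial intensity B-score within 5 SD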
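Medium – assay buffer, equal DMSO in all wells · Material – CHO-K1 cell line with stable KCNQ1 potassium channel expression · Signal – kinetic FluxOR thallium fluorescence, 10-s 1-Hz baseline, 110-s post-stimulus read · Compound – single concentration per compound, DMSO matched to controls · Schedule – 37 °C overnight plating, 90-min dark dye load, 20-min compound pretreatment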
KCNK3 inh – human KCNK3 channel inhibition, primary screen; O14649; CHO-KCNK3 thallium flux, FluxOR fluorescence; hits give low values; 340,000 tested, 0.84% active; B-score at 10 µM; AID 602410;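 active means B-score under library mean minus 4 SD, starting fluorescence ratio at most library mean plus 5 SD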;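 further: more negative B-score means stronger inhibition of thallium flux through KCNK3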
Target sequence (O14649 whole entry, looked up): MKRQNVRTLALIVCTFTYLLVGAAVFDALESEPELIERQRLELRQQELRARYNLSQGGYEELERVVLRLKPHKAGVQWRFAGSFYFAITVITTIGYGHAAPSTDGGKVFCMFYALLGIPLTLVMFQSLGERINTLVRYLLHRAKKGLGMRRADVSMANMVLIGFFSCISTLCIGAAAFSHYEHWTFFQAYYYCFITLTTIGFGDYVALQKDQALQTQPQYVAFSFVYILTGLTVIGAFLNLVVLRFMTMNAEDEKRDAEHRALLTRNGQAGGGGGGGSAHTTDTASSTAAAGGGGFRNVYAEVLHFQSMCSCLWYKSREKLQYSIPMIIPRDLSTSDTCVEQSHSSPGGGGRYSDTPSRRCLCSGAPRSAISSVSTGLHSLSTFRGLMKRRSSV
Dyrk1A ADPGlo – Dyrk1A (rat) kinase inhibition | Q63470 | ADP-Glo luminescence, NFATc1 peptide | inhibition, % at 12.5 µM | 310,000 tested, 0.43% active; in the data active means inhibition above about 50%;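 further: plate controls were vehicle with enzyme for no effect and no enzyme for full effect; many of its hits are not listed in these tables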
HDAC3 inh – inhibitors of human histone deacetylase 3 | O15379 | recombinant HDAC3, fluorogenic peptide/trypsin coupled, fluorescence | inhibition, % at 8.3 µM | 320,000 tested, 0.15% active; in the data active means inhibition above about 26%, passing the limit was not always enough
Target sequence (O15379 whole entry, looked up): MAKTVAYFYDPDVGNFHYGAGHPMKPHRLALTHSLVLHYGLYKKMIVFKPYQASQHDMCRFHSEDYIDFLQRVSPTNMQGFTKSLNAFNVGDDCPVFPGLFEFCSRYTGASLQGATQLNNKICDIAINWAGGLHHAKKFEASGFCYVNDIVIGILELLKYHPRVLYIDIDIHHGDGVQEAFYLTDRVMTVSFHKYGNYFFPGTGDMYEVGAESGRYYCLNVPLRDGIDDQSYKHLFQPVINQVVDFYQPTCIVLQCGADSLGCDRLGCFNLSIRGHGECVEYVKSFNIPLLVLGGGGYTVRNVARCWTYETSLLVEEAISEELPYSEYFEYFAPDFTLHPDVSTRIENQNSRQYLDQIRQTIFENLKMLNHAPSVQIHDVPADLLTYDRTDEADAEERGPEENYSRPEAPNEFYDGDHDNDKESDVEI
GSK3 alpha inh – human GSK-3 alpha kinase inhibition; ADP-Glo luminescence, 60 min; 320,000 tested, 0.1% active; AID 2650; P49840; inhibition, % at 10 µM;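 in the data active means inhibition above about 50%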;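 further: GST-tagged GSK-3 alpha with peptide substrate and 25 µM ATP; 0% = DMSO neutral wells and 100% = GW8510 positive control wells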
An asterisk follows results filed as active; i = inactive; . = not tested or not shown. An excerpt (hit frequency here may not be typical).

SMILES	PolyA inh	KCNQ1 inh	hERG protect	KCNK9 block	RGS4 pot	GSK3beta inhib	KCNQ1 act	KCNK3 inh	Dyrk1A ADPGlo	HDAC3 inh	GSK3 alpha inh
Cc1nnsc1C(=O)NC1CCCCC1	i	i	1	i	i	0	i	i	.	-3	-3
N#Cc1ccc(-c2ccc(Cl)cc2)nc1SCC(=O)c1cccc(Cl)c1	i	i	-5	i	i	-1	i	i	-5	-2	9
COC(=O)c1cn(C(=O)c2cc(Br)ccc2Cl)c2ccccc12	i	i	-4	i	i	-3	i	i	3	1	-2
COCc1ccc(CN2CCC(C(=O)Nc3cccc(-c4cscn4)c3)CC2)o1	i	i	-4	i	i	.	i	i	3	1	-1
COc1ccc(-c2csc3ncnc(N4CCN(S(=O)(=O)c5ccc(C)c(C)c5)CC4)c23)cc1	i	i	-15	i	i	3	i	i	17	2	1
COc1ccc(-c2nnc(SCC(=O)N3CCCCC3)o2)c(OC)c1	i	i	-5	i	i	-2	i	i	-5	5	7
Cc1occc1C(=O)N(C)Cc1nc(-c2ccccc2)no1	i	i	-1	i	i	1	i	i	-1	-1	-1
CCOC(=O)C1=C(C)N(CCCC(=O)O)C(=O)NC1c1ccccc1OC(=O)c1cccs1 (configuration not stated)	i	i	-6	i	i	-2	i	.	.	1	-1
COc1ccc(-c2cc(N)n(CCC#N)n2)c(OC)c1	i	i	-1	i	i	-3	i	i	.	4	1
COc1ccc(NC(=O)C/C(C)=N/NC(=O)c2cnccn2)c(OC)c1	i	i	-6	i	i	1	i	i	0	2	-2
Cc1ccc(NC(=O)CCc2nnc3ccc(N4CCC(C)CC4)nn23)nc1	i	i	-9	i	i	1	i	i	1	-5	0
COCCCn1c(=O)c2ccccc2n(Cc2cc(C(=O)OC)ccc2OC)c1=O	i	i	-7	i	i	1	i	i	12	-5	-1
O=C(Cn1ncc2c(=O)oc3ccccc3c21)NCC1CCCO1 (configuration not stated)	i	i	-7	i	i	-1	i	i	-3	2	0
Cc1cnnn1-c1ccc([N+](=O)[O-])cc1	i	i	-6	i	i	2	i	i	-1	-1	0
CN(Cc1ccc(F)cc1)C(=O)c1cccc(S(=O)(=O)N2CCN(c3ccccc3)CC2)c1	i	7*	-8	i	i	2	i	i	0	0	0
O=C(COC(=O)/C=C/c1cccc([N+](=O)[O-])c1)NCc1ccc2c(c1)OCO2	i	i	-4	i	i	-1	i	i	-2	-10	-1
CC(C)=CC(=O)Nc1ccc(OCc2ccccc2)cc1	i	i	-10	i	i	-2	i	i	-6	6	1
COc1ccc(S(=O)(=O)NCCOc2ccccc2)cc1-n1cnnn1	i	i	-9	i	i	3	i	i	8	-1	-1
Brc1ccc(-c2nn3c(-c4ccco4)nnc3s2)o1	i	i	-7	i	i	3	i	i	-2	12	-1
Cc1ccc(C)c(NC(=O)Cn2c([N+](=O)[O-])cnc2C)c1	i	i	-5	i	i	-2	i	i	3	-3	-2
Cn1cccc1C1C(C#N)=C(N)OC2=C1C(=O)CCC2 (configuration not stated)	i	i	-5	i	i	1	i	i	.	1	2
O=C(c1cccnc1)N1C2CCC1CC(O)(c1ccc(F)cc1)C2 (configuration not stated)	i	i	-2	i	i	-1	i	i	-7	1	1
CC(OC(=O)CC1CCCCC1)C(=O)Nc1ccc(F)cc1 (configuration not stated)	i	i	-8	i	i	3	i	i	4	4	-4
Cn1c(N)c(C(=O)COC(=O)c2cccc(S(=O)(=O)N3CCCCC3)c2)c(=O)n(C)c1=O	i	i	-14	i	i	-1	i	i	0	1	-2
CC1CCN(S(=O)(=O)c2ccc(C(=O)Nc3nnc(C4=COCCO4)o3)cc2)CC1	i	i	-3	i	i	1	i	i	.	.	-3
(listing goes on)
SMILES	PolyA inh	KCNQ1 inh	hERG protect	KCNK9 block	RGS4 pot	GSK3beta inhib	KCNQ1 act	KCNK3 inh	Dyrk1A ADPGlo	HDAC3 inh	GSK3 alpha inh
CCN(CC)c1ccc2cc(S(=O)(=O)c3ccc(Cl)cc3)c(=O)oc2c1	i	10*	-8	i	i	2	i	i	8	-3	0
CCCCOC(=O)c1nc(Cl)c(Cl)c(N)c1Cl	i	i	-4	i	i	3	i	i	8	1	-2
Cc1cc(C(=O)NNS(=O)(=O)c2ccccc2C(F)(F)F)nn1C(C)(C)C	i	i	-15	i	i	2	i	i	.	-1	-2
COc1ccccc1NC(=S)N(Cc1cccnc1)Cc1ccco1	i	i	-8	i	i	-2	i	i	2	-9	-2
C=CCn1c(CCC(=O)O)ccc1-c1ccc(OC)cc1	i	i	-3	i	i	3	i	i	-2	-7	1
CN1CCN(S(=O)(=O)c2ccc(NC(=S)NC(=O)C(C)(C)C)cc2)CC1	i	i	-12	i	i	-1	i	i	-3	2	0
CS(=O)(=O)c1ccc(Cl)c(C(=O)O)c1	i	i	4	i	i	-3	i	i	-2	3	-1
Cc1ccccc1Nc1nc(N)nc(COC(=O)C2CCCCC2)n1	i	i	-6	i	i	2	i	i	-7	4	2
COc1ccc(OC)c(C2C(C(=O)Nc3cccnc3)=C(C)NC3=C2C(=O)CCC3)c1 (configuration not stated)	i	i	-12	i	i	0	i	i	0	13	-3
CCN(C(=O)CSc1nc(-c2ccccc2)cn1N)c1c(N)n(Cc2ccccc2)c(=O)[nH]c1=O	i	i	-8	i	i	9	i	i	13	1	-1
O=C(/C=C/Nc1ccc(F)cc1F)c1cccs1	i	i	-7	i	i	16	i	i	6	5	3
Cc1cc(NC(=O)CSc2nc(N)c(NC(=O)c3ccco3)c(=O)[nH]2)no1	i	i	-7	i	i	0	i	i	-3	-2	-1
CCOc1ccc(C2C(C(=O)OC)=CN(C(C)c3ccccc3)C=C2C(=O)OC)cc1 (configuration not stated)	i	i	-5	i	i	-5	i	i	-5	-24	-2
O=C(NCCN1CCOCC1)c1cc(-c2ccco2)on1	i	i	-8	i	i	2	i	i	-8	1	-2
COc1ccc(/C=N/NC(=O)c2ccccc2OCc2ccccc2)c(OC)c1	.	11*	-20	-21*	-11*	4	i	-12*	0	-1	7
C=CCOC(=O)CCC(=O)Nc1cccc2ccccc12	i	i	-4	i	i	10	i	i	-1	0	-1
NC(=O)c1ccc[n+](CC(=O)c2ccc(F)cc2)c1	i	i	-8	i	i	-6	i	i	-4	-3	-2
O=C1C2CCCN2C(c2ccccc2F)N1c1cccc(Cl)c1 (configuration not stated)	i	i	-4	i	i	0	i	i	1	-5	.
COc1cc(C(=O)Nc2scc(-c3ccc(C)cc3)c2C(=O)O)cc(OC)c1OC	i	i	-13	i	i	0	i	i	5	-1	-1
Cc1nn(C)cc1CNC(=O)Nc1ccc(Br)cc1Cl	i	i	-8	i	i	0	i	i	8	.	1
Clc1nc(N2CCOCC2)ncc1Br	i	i	-6	i	i	0	i	i	-4	0	-1
CCOc1ccc(CNC(=O)C(C)n2ccc3cc(S(=O)(=O)N4CCCC4)ccc32)cc1 (configuration not stated)	i	i	-8	i	i	2	i	i	0	2	.
N/C(=N\c1nc2ccccc2o1)NC(=O)c1ccc([N+](=O)[O-])cc1	i	i	-9	i	i	2	i	i	3	-1	0
COc1ccccc1-n1ccnc(SCC(=O)NC2CCCC2)c1=O	i	i	-2	i	i	2	i	i	17	.	.
COc1ccc(S(=O)(=O)N2CCCC2CNC(=O)C(=O)NCc2ccccn2)cc1 (configuration not stated)	i	i	-9	i	i	3	i	i	19	-4	4

Structures listed so far that have bromine:
SMILES	PolyA inh	KCNQ1 inh	hERG protect	KCNK9 block	RGS4 pot	GSK3beta inhib	KCNQ1 act	KCNK3 inh	Dyrk1A ADPGlo	HDAC3 inh	GSK3 alpha inh
COC(=O)c1cn(C(=O)c2cc(Br)ccc2Cl)c2ccccc12	i	i	-4	i	i	-3	i	i	3	1	-2
Brc1ccc(-c2nn3c(-c4ccco4)nnc3s2)o1	i	i	-7	i	i	3	i	i	-2	12	-1
Cc1nn(C)cc1CNC(=O)Nc1ccc(Br)cc1Cl	i	i	-8	i	i	0	i	i	8	.	1
Clc1nc(N2CCOCC2)ncc1Br	i	i	-6	i	i	0	i	i	-4	0	-1

(continued)
SMILES	PolyA inh	KCNQ1 inh	hERG protect	KCNK9 block	RGS4 pot	GSK3beta inhib	KCNQ1 act	KCNK3 inh	Dyrk1A ADPGlo	HDAC3 inh	GSK3 alpha inh
COc1ccccc1-c1cc(=O)c2c(O)ccc([N+](=O)[O-])c2o1	i	i	1	i	i	-6	i	i	19	-5	-2
CC(CCc1ccccc1)NC(=O)c1ccccc1Cl (configuration not stated)	i	i	-11	i	i	-1	i	i	0	0	-2
COC(=O)[C@@]1(Cc2ccc(OC)cc2)[C@H]2c3cc(C(=O)N4CCCC4)n(CCn4cc([N+](=O)[O-])nc4C)c3C[C@H]2CN1C(=O)c1ccccc1	i	i	-9	i	i	-2	i	i	-3	2	-2
CC(C)CCOP(=O)(c1ccc(N(C)C)cc1)C(O)c1ccccc1 (configuration not stated)	i	i	-6	i	i	-3	i	i	-3	2	0
Cc1ccc(-c2cccc(C(=O)NCCc3ccccc3)n2)c2ccccc12	i	i	-12	-17*	i	-7	i	i	6	9	-3
CC1(C)CN2C(=O)c3ccccc3C2(C)S1 (configuration not stated)	i	i	-16	i	i	3	i	i	-2	2	1
CN(C)S(=O)(=O)N1CCN(CC(O)COc2ccc(C(=O)c3ccccc3)cc2)CC1 (configuration not stated)	i	i	-16	i	i	-3	i	i	-7	6	0
COc1ccc(-n2nnnc2SCC(=O)c2cc3ccccc3o2)cc1	i	i	-7	i	i	-3	i	i	-17	5	0
COc1cccc(-c2ccc(NC(=O)C3CCCN(Cc4cnc(C)n4C)C3)cc2)c1 (configuration not stated)	i	i	-20	i	-7.1*	3	i	i	3	-1	1

Three of the entries above in order of the HDAC3 inh value, descending:
Molecule	HDAC3 inh
Cc1ccc(-c2cccc(C(=O)NCCc3ccccc3)n2)c2ccccc12	9
CCN(C(=O)CSc1nc(-c2ccccc2)cn1N)c1c(N)n(Cc2ccccc2)c(=O)[nH]c1=O	1
CC(CCc1ccccc1)NC(=O)c1ccccc1Cl (configuration not stated)	0
